Assay outcomes: PubChem BioAssay, several laboratories
GPR55 LPI antagonism: GPR55 antagonists blocking LPI-driven arrestin recruitment, primary screen, imaging, U2OS, beta-arrestin-GFP, LPI agonist (AID 2013). G-protein coupled receptor 55 (Homo sapiens). U2OS GPR55 beta-arrestin-GFP translocation imaging, LPI antagonism; higher % means a stronger effect. inhibition, % at 10 µM, or IC50 in µM where a hit was titrated. actives 0.13% (n = 290,000);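 active = spots per cell inhibited over 60%, with over 100 cells counted and total cytoplasm intensity under 500,000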;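 also: U2OS cells stably carrying GPR55 and arrestin-GFP stimulated by 5 µM LPI near EC80; imaged beta-arrestin-GFP aggregate spots per cell after agonist stimulation; plate controls were LPI-stimulated DMSO wells for no effect and DMSO wells without LPI for full effect; some results filed as inactive read as strong as hits; confirmed hits need IC50 under 10 µM and bright autofluorescent wells are also inconclusive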
GPR55 beta-arrestin: GPR55 agonists via beta-arrestin recruitment, primary screen, imaging, U2OS cells, beta-arrestin-GFP redistribution (AID 1961) | G-protein coupled receptor 55 (Homo sapiens) | U2OS GPR55 beta-arrestin-GFP redistribution imaging; higher % means a stronger effect | activation, % at 10 µM; hits with a dose series show EC50 in µM | actives 0.048% (n = 290,000);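 active = activation above 40% with more than 50 cells counted in the well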;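 also: U2OS osteosarcoma cells stably expressing GPR55 and beta-arrestin-GFP; plate controls were DMSO negative control for no effect and LPI positive control for full effect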
T cell HTS: modulators of CD8 T cell-vesicle binding, primary screen, mouse 2C CD8+ T cells, flow cytometry | calls only at 7 µM | 2C CD8+ T cell-vesicle binding; stronger effect = lower value | actives 0.068% (n = 330,000);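 active = response, share of CD8 T cells binding vesicles, and their 90th percentile fluorescence all below set limits, cut at about 80% in these data, passing the limit was not always enough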
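Material: 2C TCR transgenic mouse naive CD8+ T cells, MACS-purified. Also added: QL9-charged Drosophila Ld/ICAM-1/B7-1 vesicles. Timing: binding 1.5 h at 37 °C. Measured by: high-throughput flow cytometry with anti-B7-1 and anti-CD8 staining. Read-out: percent CD8+ FL2 mean versus row control. Controls: Unloaded micro-vesicles (low), QL9 vesicles with 0.7% DMSO (high).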
Hep lipid drop: inhibitors of hepatocyte lipid droplet formation, primary screen, imaging, high-throughput imaging, BODIPY stain. AML12 mouse hepatocytes, oleate lipid droplets. inhibition, % at 6.5 µM. actives 0.4% (n = 240,000);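 active = lipid droplet intensity inhibited by at least 50%, with more than 500 cells counted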
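Material – mouse AML12 hepatocyte cell line, fixed after treatment · Compound dosing – one dose, 6.5 µM compound · Times – compound with oleate, overnight · Measured by – Image-based BODIPY and DAPI two-channel analysis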
NTR1 ag: agonists of NTR1, primary screen, imaging, U2OS cells, beta-arrestin-GFP, high content (AID 493036). Neurotensin receptor type 1 (Homo sapiens), P30989. NTR1-U2OS beta-arrestin-GFP spot imaging, agonist mode. activation, % at 20 µM. actives 0.17% (n = 330,000);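 active = activation at or above 40% of the spot to cytoplasm intensity ratio, with at least 20 cells analyzed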;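 also: 0% = DMSO without peptide and 100% = 100 nM NTR1 peptide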
Target sequence (P30989 whole entry, looked up): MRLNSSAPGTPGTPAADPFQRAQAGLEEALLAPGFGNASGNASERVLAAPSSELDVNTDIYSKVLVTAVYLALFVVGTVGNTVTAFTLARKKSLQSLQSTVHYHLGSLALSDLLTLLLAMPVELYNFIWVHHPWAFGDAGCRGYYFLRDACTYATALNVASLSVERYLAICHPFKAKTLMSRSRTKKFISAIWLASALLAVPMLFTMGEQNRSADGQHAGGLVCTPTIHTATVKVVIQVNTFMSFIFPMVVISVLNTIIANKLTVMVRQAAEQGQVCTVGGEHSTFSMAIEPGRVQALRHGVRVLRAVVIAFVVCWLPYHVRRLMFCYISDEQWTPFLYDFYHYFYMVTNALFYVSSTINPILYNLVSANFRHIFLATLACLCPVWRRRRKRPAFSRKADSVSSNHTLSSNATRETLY
Rac1 GTP hydrolysis: MgcRacGAP GTPase-activating activity inhibitors, confirmation, biochemical, ADP Hunter fluorescence; Rac GTPase-activating protein 1 (Homo sapiens); AID 624330, 2012; inhibition, % at 30 µM, or IC50 in µM where a hit was titrated; actives 0.6% (n = 340,000); MgcRacGAP-stimulated Rac1 GTP hydrolysis, ADP Hunter fluorescence; higher % means a stronger effect; GST-tagged Rac1 F28L mutant substrate;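 active = first-screen hits whose inhibition reached a set limit at any dose in the follow-up dose series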;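 also: fluorescence reports GDP produced by GAP-driven GTP hydrolysis; strong numbers were not always called active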
LYP inhibition: inhibitors of LYP phosphatase, biochemical, fluorescence intensity, uHTS (AID 1779) | Tyrosine-protein phosphatase non-receptor type 22 (Homo sapiens) | recombinant LYP phosphatase, fluorescence intensity; higher % means a stronger effect | inhibition, % at 11.5 µM; hits with a dose series show IC50 in µM | actives 0.054% (n = 290,000); in the data active = inhibition above about 50%;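 also: plate controls were vehicle with enzyme for no effect and no enzyme for full effect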
Large T inhibition: SV40 large T antigen inhibitors, biochemical (AID 1903); SV40 large T antigen ATPase/helicase inhibition assay; higher % means a stronger effect; inhibition, % at 20 µM, or IC50 in µM where a hit was titrated; actives 0.39% (n = 310,000); in the data active = a potency from the dose series; also: strong numbers were not always called active
GPR35 antagonists: GPR35 antagonists blocking zaprinast-driven arrestin recruitment, primary screen, imaging, U2OS, beta-arrestin-GFP, zaprinast agonist (AID 2058); G-protein coupled receptor 35 (Homo sapiens); actives 0.052% (n = 290,000); one-dose inhibition, % at 10 µM; IC50 in µM for titrated hits; U2OS GPR35 beta-arrestin-GFP translocation imaging, zaprinast antagonism; higher % means a stronger effect;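 active = inhibition of at least 50% with at least 30 cells and total cytoplasm GFP at most 10,000,000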
Hep lipid drop cells 6.5 µM: further read-out of Hep lipid drop, marked with its call; cell count; measured here: cell count, cytotoxicity flag;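 cells counted across two imaged fields per well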
T cell HTS vesicle-bound %: second read-out of T cell HTS, no call of its own (marks repeat the call); double positive events, %; measured here: CD8+ vesicle-bound cell fraction;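 binding gate set so that unloaded-vesicle control wells show 10% double positive cells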
NTR1 ag cell count 20 µM: second read-out of NTR1 ag, no call of its own (marks repeat the call); cell count; measured here: cell count, cytotoxicity flag
Starred values were filed as active, the others as inactive; i = inactive; nt = not tested or not shown.

SMILES	GPR55 LPI antagonism	GPR55 beta-arrestin	T cell HTS	T cell HTS vesicle-bound %	Hep lipid drop	Hep lipid drop cells 6.5 µM	NTR1 ag	NTR1 ag cell count 20 µM	Rac1 GTP hydrolysis	LYP inhibition	Large T inhibition	GPR35 antagonists
CCC1=C2CC[C@H]3C(=O)NC(=O)[C@H]3[C@H]2[C@@]2(Cc3ccccc3)C(=NCC(=O)OC)OC(=O)N2C1=O	17%	0.6%	i	6	-3	638	-4.3	93	-2%	-7%	4%	-4%
CN1CCN(NC(=O)c2cccc(Br)c2)CC1	1%	-0.3%	i	6	10	684	1.2	44	-3%	-6%	2%	-7%
CC(C)c1cc(CN2CCN(Cc3ccc(F)c(F)c3)C(CCO)C2)[nH]n1 (centres undefined)	5%	0.3%	i	63	1	704	-0.7	42	3%	-8%	-4%	-16%
CCC1Oc2ccc(C)cc2N(CC(=O)NCc2cccs2)C1=O (centres undefined)	8%	0.2%	i	17	-8	776	1.6	58	-4%	-11%	-8%	7%
CCOc1ccc(C2Nc3cccc4cccc(c34)N2)cc1OC	12%	0.2%	i	41	2	783	0.4	45	32%	14%	30%	1%
COc1ccc(-n2c(SCC(=O)NC3CCCCC3)nc3ccsc3c2=O)cc1	10%	0.1%	i	52	nt	nt	-1.2	69	6%	3%	-2%	6%
COc1ccc(NC(=O)C(=O)NCCC2CCCCN2S(=O)(=O)c2cccs2)cc1 (centres undefined)	nt	nt	i	47	nt	nt	1.9	49	8%	nt	10%	nt
NS(=O)(=O)c1cnccc1Nc1cccc(Br)c1	nt	nt	i	50	nt	nt	-1.0	44	4%	nt	19%	nt
CCOC(=O)c1cccc(NC(=O)CCc2nc(-c3ccc(C)cc3)no2)c1	0%	-0.3%	i	39	nt	nt	4.5	64	13%	12%	9%	-9%
CC1=[N+](C)N(c2ccccc2)C(=O)C1N=Cc1ccccc1Cl (centres undefined)	2%	0.1%	i	43	1	668	0.2	86	7%	-8%	29%	-4%
Cc1nn(C)cc1CN1CCC(n2nccc2NC(=O)CCCc2ccccc2)CC1	3%	0.0%	i	73	-11	590	-0.8	98	0%	-9%	3%	14%
CCNC(=S)N1CCn2cccc2C1c1ccc(F)cc1 (centres undefined)	0%	-0.7%	i	nt	-3	711	-1.3	64	8%	-4%	13%	-3%
Cc1cccc(NC(=O)CCN2CC(C)OC(C)C2)c1 (centres undefined)	-10%	0.2%	i	17	nt	nt	0.0	43	9%	-4%	2%	17%
CC(C)CNC(CC(=O)O)c1ccccc1 (centres undefined)	-6%	1.0%	i	59	21	691	0.6	75	4%	-9%	1%	-9%
Cc1cc(C)n(-c2ccc(C(=O)OCC(=O)Nc3ccc(Cl)c(S(=O)(=O)N(C)C)c3)cc2)n1	-9%	0.0%	i	12	2	775	6.8	71	8%	1%	13%	-8%
Cn1cccc1CC(=O)N/N=C/c1ccc(Cl)cc1	-2%	0.3%	i	32	-5	720	-0.2	51	7%	1%	11%	5%
CS(=O)(=O)Nc1ccccc1C(=O)N1CCN(c2ccccc2)CC1	10%	0.0%	i	25	-9	846	-1.6	68	nt	1%	-5%	2%
COc1cccc2c1CCc1c-2nc2ccccc2c1C(=O)O	-2%	0.0%	i	42	-2	813	2.2	78	2%	5%	16%	-5%
Cc1ccc2c(c1)NC(c1cccs1)C1=C(CC(C)(C)CC1=O)N2 (centres undefined)	18%	0.2%	i	31	3	667	0.1	40	3%	-2%	10%	-10%
Cc1ccc(N(CC(=O)Nc2ccccc2-c2ccccc2)S(=O)(=O)c2ccccc2)c(C)c1	4%	-0.3%	i	51	0	594	1.9	84	13%	-3%	11%	12%
CCN(CC)c1ccc(C(=O)OCC(=O)Nc2ccccc2-c2ccccc2)cc1	5%	0.5%	i	56	-40	717	18	82	7%	-1%	3%	14%
C/C=C/c1ccc(OCCCCN(C)Cc2ccccc2)c(OC)c1	-9%	-0.1%	i	36	-11	810	2.1	70	37%	-6%	8%	6%
c1ccc2ncc(-n3cnnn3)cc2c1	-12%	-0.1%	i	59	1	675	0.0	60	-2%	-4%	9%	-11%
Fc1ccccc1CSc1nc2ccccc2[nH]1	2%	-0.1%	i	55	12	788	-0.2	46	7%	-9%	4%	17%
O=C(Nc1ccc(Cl)c(Cl)c1)N1N=CCC1c1ccccc1 (centres undefined)	1%	-0.1%	nt	nt	-6	735	6.6	93	1%	0%	6%	6%

(listing goes on)
SMILES	GPR55 LPI antagonism	GPR55 beta-arrestin	T cell HTS	T cell HTS vesicle-bound %	Hep lipid drop	Hep lipid drop cells 6.5 µM	NTR1 ag	NTR1 ag cell count 20 µM	Rac1 GTP hydrolysis	LYP inhibition	Large T inhibition	GPR35 antagonists
CC1(C)CC(=O)C2=C(C1)N(Cc1ccccc1)C(=O)C2(NC(=O)C(C)(C)C)C(F)(F)F (centres undefined)	18%	0.2%	i	36	nt	nt	0.4	78	-8%	-6%	24%	10%
O=C(Nc1cccc(C(=O)N2CCCCCC2)c1)c1ccco1	14%	0.0%	i	42	1	748	0.1	54	9%	-11%	9%	9%
CC1(C(=O)OCC(=O)Nc2nc(-c3ccc(F)c(F)c3)cs2)CC1(Cl)Cl (centres undefined)	7%	0.3%	i	32	2	788	27	50	8%	-3%	13%	7%
CN=c1sc(C(=O)Nc2cccc(Cl)c2)cc(=O)n1C	-12%	-0.3%	i	46	4	722	5.7	85	1%	4%	1%	-7%
COc1ccc(OCC(O)CN2CC(C)OC(C)C2)cc1 (centres undefined)	2%	0.5%	i	10	6	860	0.7	51	9%	-6%	-9%	-1%
CCc1ccc2c(c1)cc(CN(C(=S)Nc1ccccc1Cl)C1CC1)c1nnnn12	11%	0.8%	i	26	2	664	0.3	51	5%	1%	4%	6%
Cc1cc(C)cc(C(=O)NCC(=O)NCCc2c[nH]c3ccccc23)c1	-2%	0.0%	i	37	-4	838	0.3	43	1%	-4%	0%	-1%
CN(Cc1ccccc1)C1CCNCC1	13%	0.0%	i	28	-16	759	-1.1	62	9%	-6%	0%	0%
O=C(CSc1nc2ccccc2c(=O)n1NC(=O)Cc1ccccc1)NCc1ccccc1Cl	24%	-0.1%	i	50	nt	nt	0.1	79	11%	-3%	0%	-6%
COc1ccc(C(=O)Cn2c3ccccc3n3nc(CCC(=O)O)c(=O)nc23)cc1OC	-5%	-0.1%	i	5	3	776	-0.6	81	10%	-2%	-4%	-2%
CCCCSc1nnc(C)c(=O)[nH]1	0%	-0.2%	i	20	nt	nt	0.8	43	1%	-13%	3%	28%
O=C(Oc1ccc(Cl)cc1N1C(=O)CCC1=O)c1ccco1	9%	-0.1%	i	39	-9	735	0.5	55	5%	-2%	22%	-16%
CCn1c(=O)cc(OCC(=O)NC2CCCCC2)c2ccccc21	5%	-0.2%	i	54	-4	753	-1.0	72	0%	-7%	4%	3%
Cc1nnc(NC(=O)CSc2nnc(-c3ccoc3C)n2CC(C)C)s1	-7%	-0.2%	i	15	nt	nt	-2.0	46	3%	-5%	1%	2%
O=C1N=C(N2CCN(c3ccccc3)CC2)S/C1=C\c1ccco1	-16%	-0.3%	i	30	2	694	2.2	75	-11%	6%	31%	7%
COc1cc(C(=O)O)cc(NC(=O)c2ccco2)c1OC	7%	-0.2%	i	58	0	707	-0.5	53	7%	-1%	12%	11%
O=C(NCCc1ccccc1)C1CCCN1S(=O)(=O)c1cccc2nsnc12 (centres undefined)	-10%	0.8%	i	31	-40	680	-1.8	61	-26%	-12%	8%	13%
Cc1ccnc(SCC(=O)N2CCN(C(c3ccccc3)c3ccccc3)CC2)n1	0%	-0.1%	i	53	nt	nt	-0.4	95	5%	-6%	7%	-4%
C=CCN1C(=O)CN=C1Nc1cccc(C)c1	16%	0.2%	i	46	nt	nt	-1.7	61	8%	-2%	-1%	13%
COc1ccc(NC2c3ccccc3C(=O)N2c2cccnc2)cc1 (centres undefined)	10%	0.2%	i	44	-1	739	0.0	73	-1%	-12%	28%	0%
COc1ccc(N2CCC(CNS(=O)(=O)c3cccc(C(F)(F)F)c3)C2)cc1 (centres undefined)	0%	0.2%	i	28	-2	640	4.3	34	22%	1%	30%	-4%
CCN(Cc1ccncc1)C(=O)c1cccc(S(=O)(=O)N2CCOCC2)c1	11%	-0.3%	i	3	nt	nt	0.6	42	7%	-9%	0%	15%
CC1=C2C(CCS2(=O)=O)CC2(C1)C(=O)OC(C)(C)OC2=O (centres undefined)	14%	-0.3%	i	37	nt	nt	-0.5	85	10%	-4%	11%	-1%
O=C(Nc1nc(-c2cccnc2)cs1)c1ccccc1[N+](=O)[O-]	-4%	0.3%	i	24	9	693	1.2	46	3%	2%	0%	-2%
O=C(COC(=O)c1ccncc1)c1ccc(Cl)c(Cl)c1	3%	-0.2%	i	41	-21	455	1.8	57	-9%	-10%	20%	1%
CCCCNc1c(-c2ccc(SC(C)CC)cc2)nc2ccccn12 (centres undefined)	nt	nt	i	34	nt	nt	21	47	7%	nt	2%	nt
CN=C1S/C(=C\c2ccc(Sc3ccc(Cl)cc3)o2)C(=O)N1C	7%	0.0%	nt	nt	nt	nt	nt	nt	nt	-6%	4%	-4%
COc1cc(NC(=O)c2ccc(C)cc2C)ccc1NC(=O)c1cccs1	-10%	nt	i	25	nt	nt	0.7	59	5%	0%	5%	-3%
CCCCCCn1c(=O)c(-c2ccccc2)c(O)c2ccccc21	-5%	-0.1%	i	55	5	712	3.7	67	1%	-2%	3%	-2%
